GPT2 inh: blocks human glutamate pyruvate transaminase 2 | 0.25% of 100,000 active | Potency, µM (highest dose often 57.7 µM), inactives show at the highest dose activity change, negative = inhibition, actives largely listed as inhibitors | Recombinant GPT2, coupled pyruvate oxidase/HRP Amplex Red fluorescence | Q8TD30; further: potency means the concentration at half of the fitted maximal effect; nearly all actives have a fitted effect of over 60% in size; many of its hits are not listed in these tables
Target sequence (Q8TD30 whole entry, looked up): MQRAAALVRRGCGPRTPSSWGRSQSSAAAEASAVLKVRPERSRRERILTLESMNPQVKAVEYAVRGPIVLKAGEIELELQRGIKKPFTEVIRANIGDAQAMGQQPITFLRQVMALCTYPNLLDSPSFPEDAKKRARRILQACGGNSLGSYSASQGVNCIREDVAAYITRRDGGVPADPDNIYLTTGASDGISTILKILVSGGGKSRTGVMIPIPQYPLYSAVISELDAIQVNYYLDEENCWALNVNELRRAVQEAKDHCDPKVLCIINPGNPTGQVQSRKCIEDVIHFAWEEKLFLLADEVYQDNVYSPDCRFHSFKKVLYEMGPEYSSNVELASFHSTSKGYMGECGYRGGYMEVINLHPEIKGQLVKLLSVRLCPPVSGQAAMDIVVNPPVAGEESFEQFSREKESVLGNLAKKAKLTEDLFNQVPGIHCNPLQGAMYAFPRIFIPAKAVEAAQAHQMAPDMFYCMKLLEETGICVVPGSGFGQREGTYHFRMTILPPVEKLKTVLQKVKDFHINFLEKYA
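Inhibition is scored from Amplex Red fluorescence generated when pyruvate oxidase and HRP act on pyruvate released by GPT2. Reactions contain 10ng/uL enzyme, 250uM a-KG and 2mM L-alanine and run 30 min at room temperature.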
IP6K1 inhibitor: IP6K1 kinase inhibition. IP6K1 kinase, ADP-Glo luminescence, 2 h; stronger effect = lower value. 0.81% of 140,000 active. activity change, % (series mostly up to about 58 µM). AID 1645851. Q92551; in the data active means activity change below about -25%
Target sequence (Q92551 whole entry, looked up): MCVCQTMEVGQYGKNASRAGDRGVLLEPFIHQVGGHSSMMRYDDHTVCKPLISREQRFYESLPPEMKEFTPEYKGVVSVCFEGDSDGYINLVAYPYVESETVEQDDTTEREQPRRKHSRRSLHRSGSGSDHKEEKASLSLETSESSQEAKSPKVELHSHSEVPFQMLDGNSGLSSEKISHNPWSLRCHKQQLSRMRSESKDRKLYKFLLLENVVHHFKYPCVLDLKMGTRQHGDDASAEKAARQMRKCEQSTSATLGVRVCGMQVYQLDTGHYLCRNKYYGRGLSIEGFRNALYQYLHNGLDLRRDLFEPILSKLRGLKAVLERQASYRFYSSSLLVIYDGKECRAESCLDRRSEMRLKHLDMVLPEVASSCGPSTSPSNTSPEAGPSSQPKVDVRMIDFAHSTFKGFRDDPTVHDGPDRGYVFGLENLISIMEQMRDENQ
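ADP-Glo luminescence measures ADP made by human IP6K1 during a 2 h RT reaction with ATP/IP6 (mix at 1.3 mM/130 uM); top library doses 57.5 and 19.1 uM final.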
SNCA viab count: counter-screen for SNCA expression inhibitors: cell viability | HEK-293-SNCA-luc viability, GF-AFC fluorescence, 24 h | Potency, µM (titrated, usually from 57.1 µM), without a hit: at the highest dose activity change, negative = cytotoxicity, hits mostly cytotoxic | 0.12% of 150,000 active;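 further: potency means the concentration at half of the fitted maximal effect; 0% = DMSO-treated cells and -100% = medium-only wells without cells; nearly all actives have a fitted effect of over 30% in size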
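HEK-293-SNCA-luc cells (1500/well) plated 24 h, then exposed 24 h to a dilution series; GF-AFC added 30 min at 37C, fluorescence 405/540 nm; normalised to medium-only and DMSO wells, Hill fit.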
Luciferase inh: Photinus pyralis luciferase inhibition; P08659; purified P. pyralis luciferase, luminescence, biochemical; Potency, µM (top dose mostly 115 µM), for inactives: at the highest dose activity change, negative = inhibition, most hits filed as inhibitors; 2.5% of 76,000 active; AID 1347043; further: potency means the concentration at half of the fitted maximal effect; nearly all actives have a fitted effect of over 65% in size
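Purified 10nM P. pyralis luciferase with 10uM D-luciferin and 10uM ATP in 50mM Tris acetate pH 7.5, 10mM Mg acetate, 0.01% Tween-20, 0.05% BSA. qHTS titration; luminescence read by CCD imager.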
HEK cytotox: kills HEK 293 cells; AID 1345083; 6.6% of 94,000 active; HEK 293 viability, ATP luminescence (CellTiter-Glo), 48-72 h; Potency, µM (top dose mostly 115 µM), for the others: at the top dose activity change, negative = cytotoxicity, hits mostly inhibitors; further: potency means the concentration at half of the fitted maximal effect; nearly all actives have a fitted effect of over 60% in size
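Read-out: CellTiter-Glo ATP luminescence. Cells: HEK 293, 250 cells/well. Exposure: 48 or 72 hr, 37 degree Celsius.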
NIH3T3 tox: cytotoxic compounds in NIH 3T3 cells. NIH 3T3 viability, CellTiter-Glo ATP luminescence, 48-72 h. Potency, µM (doses to about 96.7 µM), for the others: top-dose activity change, negative = cytotoxicity, actives largely listed as inhibitors. 4.3% of 94,000 active. AID 1345082; further: potency means the concentration at half of the fitted maximal effect; nearly all actives have a fitted effect of over 55% in size
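First NIH 3T3 cells are plated at 400 cells/well; next compound is pinned in; then plates incubate 48 or 72 hr at 37 °C; finally CellTiter-Glo is added and luminescence read after 10 min.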
SNCA expr inh: inhibitors of alpha-synuclein (SNCA) gene expression. 0.17% of 140,000 active. Potency, µM (highest dose often 57.2 µM), for the others: at the highest dose activity change, negative = inhibition, most hits filed as inhibitors. HEK-293 SNCA-luciferase knock-in, luminescence, 24 h;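 further: potency means the concentration at half of the fitted maximal effect; plate controls were DMSO cells for no effect and cell-free wells for full effect; nearly all actives have a fitted effect of over 45% in size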
* hit, by the source's call; i = inactive; ? = inconclusive; / = no result given; [ ] = another dose, or the depositor's remark. Unless noted, the call rests on the fitted dose curve; in most records, active means well fitted curve in the direction sought with a large enough effect; inconclusive means small, poorly fitted or top-dose-only effect, or another doubt; inactive means no such curve, though single readings can be large; an effect the other way counts as inactive or inconclusive. Unless noted, on the % scale 0 is the no-effect control and ±100 the full control effect.

mol | Luciferase inh | GPT2 inh | HEK cytotox | IP6K1 inhibitor | SNCA viab count | SNCA expr inh | NIH3T3 tox
O=c1c2ccccc2n2c(-c3ccc(Cl)cc3)nnc2n1CCc1ccccc1 | / | / | / | 15 | -13% | 86%[activator] | /
COc1cccc(-c2nc3cc4c(cc3cc2CN2CCCOCC2)OCO4)c1OC | -2% | 3%[11.5 µM] | ? | -35* | -8% | -1% | ?
Cc1ccc(CCNC(=O)CN2C(=O)COc3ccc(S(=O)(=O)N4CCC(C)CC4)cc32)cc1 | / | / | / | 8 | -25% | 5% | /
O=C(Nc1cccc(Br)c1)N1CCC(CN2CCCCC2)CC1 | / | / | / | -4 | 3% | -11% | /
COCc1cc(=O)n(CC(=O)NCc2cccc(OC)c2)c(N2CCOCC2)n1 | -2% | i | 0% | 19 | 19% | 23% | -4%
CCN1CCN(C(=O)c2ccc3nnc(-c4cc(C(F)(F)F)cc(C(F)(F)F)c4)n3c2)CC1 | / | -3% | -5% | -13 | 3% | 26% | -8%
CCOc1ccccc1NC(=O)NCCn1c(=O)oc2ccc(C)cc21 | / | / | / | 19 | 2% | -6% | /
Cc1nc(C2CC(O)C2)cc(N(C)Cc2nccn2Cc2ccccc2)n1 (centres undefined) | 12% | 3%[11.5 µM] | -5% | 20 | -1% | 3% | -20%
COc1cccc(CNC(=O)CCn2cnc3ccccc3c2=O)c1 | / | / | / | -8 | -10% | 43%[activator] | /
COc1cccc(CC(=O)N[C@H](Cc2ccccc2)C(=O)N2CCOCCNC(=O)CC2)c1 | 1% | -3% | -3% | -2 | -2% | 42%[activator] | -3%
CC(C)NC(=O)NC1CCCc2c1cnn2-c1ccc(F)cc1F (centres undefined) | -2% | -35% | -22% | 4 | -5% | -15% | -14%
CN(C)CCOc1ccc(C(=C(CCCl)c2ccccc2)c2ccccc2)cc1 | / | -1% | / | / | ? | ? | /
O=c1cc(N2CCN(c3ccc(F)cc3)CC2)[nH]c(=O)n1-c1cccc(Br)c1 | / | / | / | -3 | 8% | -15% | /
N#Cc1cccnc1-c1cccc(C(=O)NCCNC(=O)c2ccccc2F)c1 | / | i | -13% | 1 | -11% | ? | -16%
CCCCn1c(SCC(=O)Nc2ccc(OCC)cc2)nc2ccsc2c1=O | / | / | / | 22 | 8% | 43%[activator] | /
N#Cc1ccc(C(=O)NC2CCN(c3ccccc3)C2=O)cc1 (centres undefined) | 8% | i | 0% | 1 | 1% | -12% | -5%
CC(C)CCN1CCCCCCNC(=O)[C@@H]2CCC[C@@H]21 | -5% | 4% | ? | 8 | 1% | 23% | -29%
O=C(NCc1ccccn1)c1ccc2nccn2c1 | -14%[172 µM] | i | -9%[172 µM] | 0 | -2%[87.6 µM] | 8%[87.6 µM] | -27%[138 µM]
O=C(N[C@H]1CCOC[C@H]1C1CCOCC1)c1cc(=O)[nH]c2ccc(F)cc12 | -3% | 4% | i | 3 | 3% | 5% | i
CC(C)(CN1CCOCC1)CN1CCCN(Cc2cccnc2)CC1 | 8% | 1% | i | -19 | -2% | -16% | i
CCc1nc2ccc(C(=O)N3CCN(c4cc(Cl)ccc4C)CC3)cc2nc1CC | / | / | / | 37 | ? | 12% | /
CCc1ccc(OCC(=O)Nc2ccc3oc(-c4ccc(OC)cc4)nc3c2)cc1 | / | / | / | -5 | 7% | 19% | /
Cc1ccc(C(=O)NC2CCN(C(=O)c3cc4c(=O)[nH]c(C)cn4n3)CC2)cc1 | -6% | i | -17% | 9 | -5% | -18% | -4%
CCN1C(=O)C2CC3(CCN(Cc4cnn(CC)c4C)CC3)CN2C1=O (centres undefined) | 4% | -16% | i | -13 | 0% | 3% | 1%

An excerpt of these results, with each value named:
O=c1cc(N2CCN(c3ccc(F)cc3)CC2)[nH]c(=O)n1-c1cccc(Br)c1
  Luciferase inh: /; GPT2 inh: /; HEK cytotox: /; IP6K1 inhibitor: -3; SNCA viab count: 8%; SNCA expr inh: -15%; NIH3T3 tox: /
N#Cc1cccnc1-c1cccc(C(=O)NCCNC(=O)c2ccccc2F)c1
  Luciferase inh: /; GPT2 inh: i; HEK cytotox: -13%; IP6K1 inhibitor: 1; SNCA viab count: -11%; SNCA expr inh: ?; NIH3T3 tox: -16%

The results go on:
mol | Luciferase inh | GPT2 inh | HEK cytotox | IP6K1 inhibitor | SNCA viab count | SNCA expr inh | NIH3T3 tox
Cc1ccc2oc(-c3cccc(NC(=O)c4cccc5c(Cl)cccc45)c3)nc2c1 | / | / | / | 5 | -3% | 25% | /
COC(=O)c1ccc(C2c3c(-c4ccccc4O)n[nH]c3C(=O)N2Cc2cccnc2)cc1 (centres undefined) | / | / | / | -5 | -16% | 30% | /
CC(C)(C)c1nnc2ccc(C(=O)NCc3cccs3)cn12 | / | -21%[88.5 µM] | -19%[172 µM] | 20 | 3%[87.6 µM] | 1%[87.6 µM] | ?
COC(=O)c1ccccc1NC(=O)CN(c1ccccc1OC)S(C)(=O)=O | / | / | / | 4 | 9% | 25% | /
COc1ccc(C(=O)N2CCCC(n3cc(-c4nc(-c5ccccc5)no4)nn3)C2)cc1OC (centres undefined) | ? | -2% | ? | -4 | -23% | 24% | -45%
COc1ccc(-c2ccc(NC(=O)c3ccc(F)cc3)cc2)nn1 | / | / | 2%[172 µM] | 3 | / | / | 4%[138 µM]
CC(C)(C)c1ccc(-c2cc(C[C@H]3CNCC[C@H]3CC(=O)N3CCN(c4ccccn4)CC3)no2)cc1 | -5% | 0% | ? | 7 | ? | -4% | ?
COCCN1CC2(CCCN(C(=O)c3n[nH]c4ccc(C)cc34)C2)CCC1=O (centres undefined) | -2% | -8% | -15% | 8 | -15% | -5% | -22%
Cc1nc(Nc2ccc(Cl)cc2)cc(-c2ccccc2)n1 | / | / | / | -7 | 5% | 78%[activator] | /
NC(=O)[C@@H](Cc1c[nH]c2ccccc12)NC(=O)[C@@H]1C[C@@H](NS(=O)(=O)c2cccs2)CCN1C(=O)CSCC(=O)O | 3% | 2% | -4% | -10 | 6% | 10% | -1%
CNC(=O)c1cccc(-c2cnc3[nH]cc(CC(=O)NCCOC)c3c2)c1 | -11%[172 µM] | i | -5%[172 µM] | -16 | 2%[87.6 µM] | 2%[87.6 µM] | ?
CCOc1ccc(-n2nc3ccc(NC(=O)c4cccc(F)c4)cc3n2)cc1 | / | / | / | -13 | -10% | -6% | /
COc1ccc(CN2CCC[C@H]2c2nc(-c3ccnc(N4CCOCC4)c3)no2)cc1 | -20%[172 µM] | 1%[88.5 µM] | ? | 4 | 0%[87.6 µM] | -2%[87.6 µM] | ?
O=c1[nH]ccn1C1CCN(Cc2cncs2)CC1 | 0%[172 µM] | i | i | 9 | 0%[87.6 µM] | -5%[87.6 µM] | -5%[138 µM]
COc1cc(NC(=O)c2cc3nc(-c4ccc(C)cc4)cc(C(F)(F)F)n3n2)cc(OC)c1OC | / | / | / | 0 | -14% | -4% | /
COCCN1CC2(CCCN(Cc3cc(C(C)(C)C)n[nH]3)C2)CCC1=O (centres undefined) | 1% | -3%[11.5 µM] | 1% | 12 | 1% | 6% | 1%
Cc1ccc(C(=O)N2C[C@@H](F)C[C@H]2C(=O)N2CCOCC2)cc1 | -3% | i | -1% | 0 | 4% | 19% | -3%
COc1ccccc1C(=O)NC[C@@H]1C=C(C)[C@H](Cc2nc3ccccc3[nH]2)C[C@H]1C(C)C | 0%[172 µM] | -9%[88.5 µM] | ? | 15 | ? | ? | 32µM*
Cc1noc(C)c1CCCNC(=O)[C@@]12CNC[C@@H]1CN(Cc1ccccc1)C2 | 1% | -13% | 1% | -2 | -25% | 11% | i
CCN1C(=O)CCN(S(=O)(=O)c2cccc(OC)c2)CC12CCOCC2 | -3% | 3% | i | -10 | 6% | -20% | i
CCOC(=O)c1sc2ncn(CC(=O)Nc3cc(Cl)ccc3C)c(=O)c2c1C | / | / | / | 11 | 6% | -1% | /
CNc1ccnc(N2CCC(N3CCCC(C(=O)N4CCCC4)C3)CC2)n1 (centres undefined) | 10% | -3%[11.5 µM] | i | -9 | -1% | 17% | 3%
Cc1ncsc1CN1CCC2(CC1)CC(Cc1nc(-c3ccccc3)no1)CCO2 (centres undefined) | -2% | ? | 18µM* | -10 | -13% | 1% | ?
COc1ccc(-c2noc(C(=O)O)c2[C@@H](C)NC(=O)CC(C)C)cc1 | -9%[172 µM] | -6%[88.5 µM] | i | 12 | 4%[87.6 µM] | 0%[87.6 µM] | i
O=C(c1ccccc1Cl)N1CCN(CCn2nc3n(c2=O)CCCC3)CC1 | / | / | i | -22 | / | / | i
NC(=O)[C@H](Cc1ccc(O)cc1)NC(=O)[C@@]1(O)C[C@@H](O)[C@H](O)[C@@H](NC(=O)Nc2ccc(OC(F)(F)F)cc2)C1 | -1% | 0% | 4% | 4 | 4% | 0% | i
Cc1noc([C@@H]2CN(S(=O)(=O)c3ccc4c(c3)CCCC4)C[C@H]2C(N)=O)n1 | 1% | -4% | -12% | -1 | 2% | 21% | -19%
O=C(N[C@@H]1CN(Cc2c(F)cccc2F)C[C@H]1CO)c1cccnc1 | 6% | i | i | -12 | 2% | 0% | i
Cc1nn(-c2ccccc2)c2c1C(C)N(CC1CN(C(=O)Nc3ccc(Cl)cc3)C1)C2=O (centres undefined) | / | / | ? | 16 | / | / | ?
COc1ccc(-c2cc(C(=O)Nc3cccc(C(F)(F)F)c3)c3cnn(C)c3n2)cc1 | / | / | 35µM* | -9 | / | / | ?
CC(C)C[C@@H]1N[C@H](C(=O)NCc2ccccc2)Cc2cn(Cc3cccnc3)c3cccc1c23 | -2% | -10% | 25µM* | 7 | -11% | ? | ?
CCOc1ccc(CC(=O)NC2CCN(c3cc(-c4ccccc4)[nH]n3)CC2)cc1 | 3% | 1% | ? | -10 | -5% | 53%[activator] | ?
Cc1cccc(NC(=O)c2ccc3c(c2)N(C)C2CCCCN2C3=O)c1 (centres undefined) | 28µM* | 1% | ? | 5 | 12%[12.5 µM] | 56%[activator] | ?
CCOc1ccc(NC(=O)CSc2nc(-c3cccs3)cc(C(F)(F)F)c2C#N)cc1 | / | / | / | -14 | -4% | 4% | /
CCOC(=O)c1ccccc1NC(=O)CN1C(=O)NC2(CCCCC2)C1=O | 2% | i | ? | 4 | 1% | ? | ?
CN1Cc2cc(C(=O)N3CCC(C4CCNCC4)CC3)ccc2NC(CC(=O)O)C1=O (centres undefined) | / | ? | / | 1 | -10%[23.9 µM] | 42%[25.6 µM] | /
O=C1CC(c2ccccc2)N(C(=O)C2CC2)CCCN(C(=O)c2ccoc2)CCN1 (centres undefined) | -12% | i | -18% | 4 | 15% | 2% | -5%
COc1cccc(S(=O)(=O)N2CCC3(CC2)CC(OC)CCO3)c1 (centres undefined) | 3% | i | 16% | 7 | 1%[12.5 µM] | 109%[activator] | 3%
CCOC(=O)[C@@H]1CN(C(=O)c2cc3ccccc3s2)[C@H]2c3ccc(OC)cc3O[C@@H]12 | / | / | ? | 7 | / | / | ?
O=C1CC(c2ccccc2)N(C(=O)CNC(=O)NCc2ccccc2)CCCCCN1 (centres undefined) | -15% | 1% | -5% | -7 | 3% | 13% | -8%
CCOc1ccc(CNC(=O)C2CCCCN2S(=O)(=O)c2ccc(F)cc2)cc1OC (centres undefined) | / | / | / | -12 | -16% | -3% | /
